Screening results deposited in PubChem BioAssay by several laboratories.
CaV13 ICDI inh: Primary screen for inhibitors of IQ motif and Ca2+-dependent inactivation inhibitor domain binding in CACNA1D, Förster resonance energy transfer in living cells, …. HEK cells, CFP/YFP FRET ICDI-IQ, plate reader, 10 min; percent FRET-ratio fall versus neutral wells. inhibition, % at 12.3 µM. actives 0.098% (n = 340,000). AID 743397;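 active = mean replicate inhibition of at least 30% and at least 1% of replicates passing that level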;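 note: 0% = median of the neutral control wells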
Peg3 prom inh: Peg3 promoter activity inhibition; HeLa PEG-Prom luciferase reporter, luminescence, overnight; inhibition, % at 20 µM; actives 1.7% (n = 360,000); AID 588405;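 active = inhibition of at least 50% at 20 µM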
NR2E3 ag-1: activates human photoreceptor nuclear receptor NR2E3 | Q9Y5X4 | GST-NR2E3/biotin-RetCOR TR-FRET, 1536-well | inhibition of corepressor binding, % at 4.78 µM | actives 0.12% (n = 320,000) | AID 2300;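 active = percent inhibition above the cutoff of mean plus 3 SD of all tested compounds, set per screening campaign, cut at about 20% in these data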;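 note: 0% = DMSO wells and 100% = biotin wells as full block of FRET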
Target sequence (Q9Y5X4 whole entry, looked up): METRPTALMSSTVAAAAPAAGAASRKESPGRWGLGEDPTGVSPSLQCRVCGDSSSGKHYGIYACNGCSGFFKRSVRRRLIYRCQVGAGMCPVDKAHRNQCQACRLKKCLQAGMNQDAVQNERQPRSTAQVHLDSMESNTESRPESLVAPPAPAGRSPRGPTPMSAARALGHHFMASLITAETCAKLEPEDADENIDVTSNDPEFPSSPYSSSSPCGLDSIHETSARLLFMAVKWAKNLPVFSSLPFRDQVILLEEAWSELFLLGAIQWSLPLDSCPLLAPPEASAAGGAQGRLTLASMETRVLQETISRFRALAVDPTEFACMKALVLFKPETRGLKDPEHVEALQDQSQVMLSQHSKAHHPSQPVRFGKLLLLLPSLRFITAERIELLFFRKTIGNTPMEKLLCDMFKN
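Material: NR2E3–RetCOR corepressor complex / Incubation: Compound–protein incubation for 5 h at 4 °C / Dosing: compound at 4.8 µM, single dose / Detection: time-resolved FRET / Benchmarks: high control biotin, low control 0.6% DMSO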
hiPSC survival: increases survival of single human iPS cells | AID 602274 | actives 0.044% (n = 360,000) | hiPSC single-cell survival, ATPlite luminescence; 100% = ROCK inhibitor wells, 0% = DMSO | survival enhancement, % at 20 µM; in the data active = survival enhancement above about 18%;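 note: cells exposed to compounds for 16 hours before the ATP read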
Vif imaging: HIV Vif inhibition; HEK293T cells, Vif self-association by quenched fluorescence, imaging, 24 h; actives 0.35% (n = 340,000); inhibition, % at 7.49 µM; in the data active = inhibition above about 50%, passing the limit was not always enough; note: some results filed as inactive read as strong as hits
NR2E3 ag-2: human photoreceptor-specific nuclear receptor agonism; Q9Y5X4; CHO-S Gal4-NCOR/VP16-NR2E3 two-hybrid, luciferase; inhibition of corepressor binding, % at 3.98 µM; actives 0.35% (n = 360,000); AID 602229;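 active = inhibition above the mean of all tested compounds plus 3 SD, cut at about 70% in these data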;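 note: 0% = DMSO with NR2E3 transfected cells and 100% = cells lacking NR2E3 construct; higher means lower luciferase signal from less NR2E3 corepressor binding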
HIF-2a inh: inhibitors of HIF-2a; actives 0.72% (n = 360,000); AID 624352; 786-0 RCC cells HIF-2a reporter, luciferase luminescence, overnight; inhibition, % at 18.8 µM;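 active = inhibition of the luminescence signal of 40% or more relative to plate controls, in a single-dose primary screen at 18.75 µM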
aDG glyco act: alpha-DG glycosylation activation; activation, % at 10 µM; Pro5-aDG cells, alpha-DG glycosylation AlphaScreen (IIH6); 0% Pro5, 100% B10-LARGE cell signal; AID 624168; actives 0.22% (n = 360,000);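 active = activation of at least 8% versus controls, or a plate z-score of at least 8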;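 note: Pro5 are CHO cells carrying HIG-tagged alpha-DG that lacks glycosylation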
PDI inh: PDI (human) enzyme inhibition; P07237; PDI insulin aggregation turbidity, A650, 90 min; inhibition, % at 10 µM; actives 0.052% (n = 350,000);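 active = mean inhibition across replicates of 30% or more, whatever share of single replicates reach that level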;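 note: absorbance from insulin aggregation driven by PDI reduction with DTT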
Target sequence (P07237 whole entry, looked up): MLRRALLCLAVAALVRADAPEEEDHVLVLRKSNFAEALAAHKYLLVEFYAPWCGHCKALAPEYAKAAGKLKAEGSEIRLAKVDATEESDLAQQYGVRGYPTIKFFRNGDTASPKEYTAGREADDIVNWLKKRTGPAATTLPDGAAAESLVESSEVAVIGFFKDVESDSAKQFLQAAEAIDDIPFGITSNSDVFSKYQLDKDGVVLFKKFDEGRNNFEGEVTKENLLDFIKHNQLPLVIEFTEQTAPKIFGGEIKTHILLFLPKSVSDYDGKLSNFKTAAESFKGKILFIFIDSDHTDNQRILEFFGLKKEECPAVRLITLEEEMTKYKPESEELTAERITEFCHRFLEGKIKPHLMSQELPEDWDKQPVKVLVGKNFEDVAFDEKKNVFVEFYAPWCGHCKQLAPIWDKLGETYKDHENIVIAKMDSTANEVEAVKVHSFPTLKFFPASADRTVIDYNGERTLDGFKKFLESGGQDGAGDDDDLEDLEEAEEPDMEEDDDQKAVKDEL
Granule exo inh: lytic granule exocytosis inhibition | TALL-104 LAMP-1 surface exposure, flow cytometry; cells stimulated with thapsigargin and PMA | inhibition, % at 10 µM | actives 0.66% (n = 360,000) | AID 651702;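 active = inhibition above about 55%, limit read from the data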
TRPM1 prom inh: inhibitors of MITF-driven TRPM1 promoter in melanoma cells; SK-MEL-5 TRPM1 promoter luciferase, 24 h; inhibition, % at 12.5 µM; actives 0.83% (n = 330,000);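 active = mean inhibition across replicates of 60% or more, whatever share of single replicates reaches that level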; note: values of inactives mirror those of a sister screen read the other way
The depositor's hits bear a star; nt = not tested or not shown.

SMILES | CaV13 ICDI inh | Peg3 prom inh | NR2E3 ag-1 | hiPSC survival | Vif imaging | NR2E3 ag-2 | HIF-2a inh | aDG glyco act | PDI inh | Granule exo inh | TRPM1 prom inh
O=C(c1ccc2ccccc2c1)C1CCCN(C(=O)c2noc3c2CCCC3)C1 (configuration not stated) | 2 | 16 | 2 | 0.1 | 0 | -5 | 9 | 1.1 | -6 | -1 | 14
C[C@@H]1CN([C@H](C)CO)C(=O)Cc2cc(NC(=O)Nc3ccccc3)ccc2O[C@@H]1CN(C)C(=O)Nc1ccc2c(c1)OCO2 | -12 | 1 | nt | 0.4 | 4 | 23 | -5 | -0.2 | 4 | -4 | -4
COc1ccc(C2NC(=O)C(C)S2)cc1 (configuration not stated) | -7 | -12 | 1 | 6.5 | 8 | -5 | 9 | 0.1 | 8 | 5 | -6
C#CCSc1ncc(-c2ccccc2)cn1 | -4 | -208 | 1 | -1.4 | -2 | -63 | -250 | 0.0 | -14 | 1 | -56
CC1(C)CC(=O)C(c2c[nH]c3ccccc23)C(=O)C1 | -5 | 13 | 0 | -0.1 | 21 | -33 | 3 | -0.1 | 7 | 1 | 14
C=CCNC(=O)c1cccc2c1C(=O)c1ccc(N3CCCC3)cc1S2(=O)=O | -12 | -8 | nt | -2.6 | 7 | -8 | -13 | -0.2 | 6 | 8 | 0
O=C(OC1CCOC1=O)c1cc(-c2cccs2)nc2ccccc12 (configuration not stated) | -5 | 18 | 1 | -0.9 | 9 | 3 | 11 | -0.1 | 1 | -2 | 13
COc1ccc(CN2C3CCCC2CC(NC(=O)/C=C/c2ccccc2)C3)cc1 (configuration not stated) | -3 | -4 | 6 | -1.0 | 5 | -5 | 19 | 0.0 | 0 | 36 | -4
CCc1nc2ccc(C(=O)NCCCn3ccnc3)cn2c1N(C)Cc1nccs1 | -9 | 4 | nt | -2.5 | 2 | -16 | 4 | 0.0 | 15 | 6 | nt
CNc1ccccc1C(C)(C)c1ccn[nH]1 | -4 | 18 | -2 | 0.1 | 14 | -2 | 19 | 0.3 | -2 | -1 | 0
COCCCN(C(=O)CCOc1ccc(C)cc1)c1c(N)n(Cc2ccccc2)c(=O)[nH]c1=O | -2 | 4 | 2 | 0.2 | -6 | -18 | 3 | -0.1 | 0 | 9 | -1
O=C(CC1OC(=O)c2ccccc21)Nc1cc(Cl)ccc1N1CCOCC1 (configuration not stated) | -1 | 6 | nt | 0.5 | -1 | 19 | -8 | 0.1 | 3 | 5 | -2
CCOc1ccc(N(CC)C(=O)CCNC(=O)Cn2ccc3ccccc3c2=O)cc1 | nt | -2 | 1 | 6.0 | -9 | 1 | 7 | 0.2 | 4 | 0 | 6
Cc1cc(-n2c(C)cc(C(=O)CSc3nc4ccccc4c(=O)n3Cc3ccco3)c2C)no1 | nt | -39 | 0 | -0.8 | -6 | 6 | -82 | 0.0 | -1 | 3 | -2
CCOc1ccccc1NC(=O)CCC(=O)Nc1ccc2nc(N3CCN(C)CC3)cc(C)c2c1 | -3 | -11 | 3 | -0.3 | -6 | -14 | -13 | 1.0 | -6 | 10 | -16

2 of the compounds above, with each value named:
C[C@@H]1CN([C@H](C)CO)C(=O)Cc2cc(NC(=O)Nc3ccccc3)ccc2O[C@@H]1CN(C)C(=O)Nc1ccc2c(c1)OCO2
  CaV13 ICDI inh = -12; Peg3 prom inh = 1; NR2E3 ag-1 = nt; hiPSC survival = 0.4; Vif imaging = 4; NR2E3 ag-2 = 23; HIF-2a inh = -5; aDG glyco act = -0.2; PDI inh = 4; Granule exo inh = -4; TRPM1 prom inh = -4

COc1ccc(C2NC(=O)C(C)S2)cc1 (configuration not stated)
  CaV13 ICDI inh = -7; Peg3 prom inh = -12; NR2E3 ag-1 = 1; hiPSC survival = 6.5; Vif imaging = 8; NR2E3 ag-2 = -5; HIF-2a inh = 9; aDG glyco act = 0.1; PDI inh = 8; Granule exo inh = 5; TRPM1 prom inh = -6

Further records
SMILES | CaV13 ICDI inh | Peg3 prom inh | NR2E3 ag-1 | hiPSC survival | Vif imaging | NR2E3 ag-2 | HIF-2a inh | aDG glyco act | PDI inh | Granule exo inh | TRPM1 prom inh
Cc1ccc(-c2nc(CS(=O)CC(=O)NCCN3CCCCCC3)c(C)o2)cc1 (configuration not stated) | -5 | -19 | 2 | -0.2 | -2 | -15 | 0 | 0.1 | -3 | 35 | -3
O=C(c1cc(-c2ccccc2)on1)N1CCCCCC1 | -3 | -326 | 2 | 1.2 | 3 | -167 | -266 | -0.1 | -9 | -9 | -152
CSc1ccc(CNC(=O)C2(C)CCCN(C(C)C)C2)cc1 (configuration not stated) | -4 | -13 | nt | -2.1 | 7 | -6 | -7 | -0.3 | 2 | 9 | nt
O=C(NCCc1csc(-c2ccccc2)n1)c1c(F)cccc1Cl | -16 | -45 | 4 | -1.7 | -1 | -10 | -55 | 0.3 | -2 | -2 | -14
O=C(CN1CCN(c2cccc(Cl)n2)CC1)N1CC(O)CO1 (configuration not stated) | -3 | -1 | -4 | -0.6 | 1 | -9 | 10 | 0.0 | 0 | 4 | -3
Cc1cc(C)cc(N(CC(=O)O)S(=O)(=O)c2c(C)[nH]c(=O)[nH]c2=O)c1 | -6 | 8 | 4 | -0.4 | 0 | 0 | 8 | 0.0 | 2 | 1 | -8
Cc1nc(SC2CC(=O)N(c3ccccc3)C2=O)n[nH]1 (configuration not stated) | -5 | 2 | 1 | -1.9 | -4 | 6 | 10 | 0.1 | 1 | 0 | 7
OC1(c2cccc(C(F)(F)F)c2)CCN(Cc2nnnn2CCc2ccccc2)CC1 | -2 | 9 | 1 | -1.7 | 2 | -7 | 6 | 0.1 | -1 | 7 | 1
CCCOc1ccc(NC(=O)CC2C(=O)Nc3ccccc3N2CC(=O)N2CCCC2)cc1 (configuration not stated) | -3 | -14 | 3 | -0.2 | 9 | 1 | -9 | -0.1 | -2 | 0 | 0
OC(CN1CCN(C(c2ccccc2)c2ccccc2)CC1)c1ccccc1 (configuration not stated) | nt | 13 | -1 | -0.7 | 9 | 8 | 10 | -0.2 | -5 | 5 | -5
COc1cccc(N2CCN(S(=O)(=O)c3ccc4c(c3)oc(=O)n4C)CC2)c1 | -3 | -5 | 0 | -0.4 | 11 | -12 | 4 | -0.3 | 0 | -3 | -12
CCC1([N+](=O)[O-])COC(C=Cc2ccccc2)OC1 (configuration not stated) | -8 | -126 | nt | 0.6 | 0 | -67 | -168 | 0.1 | 9 | 0 | -24
O=C(CN1C(=O)C2CCCCC2C1=O)Nc1cc([N+](=O)[O-])ccc1F (configuration not stated) | -5 | -6 | 1 | -0.8 | 14 | -20 | 11 | -0.2 | 2 | 2 | 0
O=S(=O)(NN1CCOCC1)c1ccc(Cl)s1 | -4 | -4 | 3 | -1.0 | -14 | 2 | 11 | -0.4 | -4 | 1 | 8
Cc1ccc2nc(SCC(=O)N/N=C/c3ccco3)cc(C)c2c1 | -3 | 11 | -3 | 1.8 | -12 | -22 | 10 | -0.1 | 5 | 0 | -2
O=C(NNC(=O)C1C2C=CC(C2)C1C(=O)O)c1cc(Cl)ccc1O (configuration not stated) | nt | 9 | nt | 0.0 | 1 | -4 | 9 | 0.1 | -2 | 0 | 9
O=C(CCCSc1nc2ccccc2c(=O)[nH]1)c1ccccc1 | -4 | 12 | 6 | 0.1 | 52* | -13 | 4 | 0.0 | 2 | -1 | 11
CS(=O)(=O)N(CC(=O)N1CCCCC1)C1CCCCC1 | -7 | 5 | 2 | -0.5 | 12 | -2 | 17 | -0.3 | 19 | -1 | -12
Cc1oc(C)c(C(=O)O)c1C(=O)O | 7 | 6 | 4 | -0.1 | 3 | -7 | 17 | 0.1 | 0 | -3 | 4
CSc1nc(SCC(=O)O)c2sc3nc(-c4ccccc4)c4c(c3c2n1)CCC4 | -4 | -7 | nt | -0.5 | -3 | 20 | 2 | -0.2 | 53* | -1 | -6
COc1ccc(/C=N/NC(=O)c2ccc(OC)c(OC)c2)cc1COc1c(F)c(F)c(F)c(F)c1F | -3 | -1 | nt | 0.4 | 11 | -2 | 6 | -0.1 | 0 | 5 | 1
Cc1cccc(/C=N/NC(=O)Cn2nnnc2N)n1 | -2 | 5 | 1 | -0.4 | 3 | 5 | 14 | -0.2 | 2 | 5 | 7
CCC(=O)Nc1ccc2c(c1)ncn2-c1ccc(OC)cc1 | -6 | -90 | -2 | 4.9 | 6 | -23 | -102 | -0.1 | 1 | 1 | -23
O=C(NCc1cccs1)c1cnn2cccnc12 | -11 | 2 | 3 | -1.7 | 2 | -6 | -14 | -0.3 | -1 | -4 | -2
O=C(Nc1ccc(S(=O)(=O)N2CCCCC2)cc1)C1CCCO1 (configuration not stated) | -7 | 18 | 3 | 0.2 | -5 | 16 | 4 | 0.0 | 11 | -14 | 4
COc1ccc(C(=O)Nn2c(C)nnc2-n2nc(C)cc2C)cc1OC | -5 | 20 | 0 | -0.6 | nt | -6 | -11 | 0.1 | -1 | 8 | -15
O=C(Nc1nccs1)C1C2/C=C\CCCCC21 (configuration not stated) | -5 | -37 | 3 | 10 | -1 | -2 | -58 | 0.2 | 8 | -1 | -7
O=C(NCCNc1ccc([N+](=O)[O-])cc1)c1cccc(Br)c1 | -4 | 1 | 1 | 0.0 | 17 | -18 | 12 | 0.2 | 11 | 2 | -3
O=C(NCCc1cccc(F)c1)[C@@H]1CSC2c3ccccc3C(=O)N21 (some centres not stated) | -5 | 4 | -3 | 0.4 | 2 | -33 | 18 | 0.3 | -3 | -2 | 8
CCCc1nc2c(=O)n(C)c(=O)[nH]c2n1CCC | -1 | 7 | -1 | 6.2 | 17 | -20 | 2 | -0.3 | 2 | -5 | 8
O=C(Oc1c(Cl)cc(Cl)c2ccccc12)N1CCCC1 | -3 | -38 | -3 | 2.0 | 6 | -19 | 5 | 0.1 | -5 | 1 | 25
C[C@@H]1CC[C@]2(O[C@H](CCO)C[C@@H](O)[C@@H]2O)O1 | -8 | -17 | -1 | -2.0 | 2 | 19 | 9 | 0.4 | 4 | 37 | 11
OCC1(CO)COC2(CCCC2)N1 | -7 | 5 | 0 | -2.3 | -3 | -16 | 11 | -0.1 | -9 | -4 | -2
Nc1sc2c(c1C(=O)c1ccccc1)CCCC2 | -4 | 4 | -1 | 0.7 | 31 | 14 | 23 | -0.3 | 5 | -2 | -6
CCOC(=O)CSc1nc(C)c2cc(C)c(C)cc2n1 | -9 | -14 | 2 | 0.2 | -1 | -33 | 2 | 0.0 | -2 | 2 | -3
COc1ccccc1C(=O)NCC(=O)NC1CCCc2ccccc21 (configuration not stated) | -2 | 23 | -5 | -0.4 | -9 | 5 | 7 | 0.6 | 11 | -2 | 22
Cc1nnc2c(NC3CCCC3)nc3ccccc3n12 | -2 | -2 | 0 | 0.2 | -1 | -16 | -5 | -0.3 | -4 | -2 | 12
Cn1nc(C(=O)Nc2cccc(S(=O)(=O)N3CCOCC3)c2)c2ccccc2c1=O | -2 | 1 | 1 | -0.4 | -2 | 9 | -4 | 0.4 | -2 | -7 | 1
COc1ccccc1C(=O)N=Nc1c(O)[nH]c2ccc([N+](=O)[O-])cc12 | 3 | -25 | nt | -1.4 | 9 | -11 | -25 | -0.1 | -6 | -5 | -6
